Bioassay records deposited in PubChem by several laboratories.
Rad51 HR inh – Rad51 (human) homologous recombination inhibition; AID 1385; 0.085% of 200,000 active; Q06609; hRad51 DNA strand exchange, fluorescence dequenching; inhibition, % at 10 µM;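 active = inhibition above 40% at the single screening dose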;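 note: 0% = DMSO control wells and 100% = blanks with heterologous ssDNA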
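Test system – preformed human Rad51 ssDNA filaments · Reagent – Donor/quencher-labelled 47-bp dsDNA substrate · Incubation – 37 °C 15-min filament assembly, 30-min compound preincubation, 15-min exchange · Signal – FRET fluorescence dequenching, excitation 485 nm, emission 520 nm · Read-out – percent inhibition from fluorescence, normalised to plate control and blank means · Benchmarks – plate control and blank wells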
FXIIa inh – inhibitors of human coagulation factor XIIa; P00748; purified FXIIa, Boc-QGR-AMC fluorogenic substrate, 2 h; inhibition, % at 5 µM; 0.3% of 220,000 active; AID 800; in the data active = inhibition above about 40%;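 note: 0% = enzyme with no compound and 100% = blank without enzyme; many of its hits are not listed in these tables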
hK5 inh – blocks human kallikrein 5 protease activity. Q9Y337. recombinant hK5, fluorogenic AMC substrate cleavage. inhibition, % at 5 µM. 0.59% of 210,000 active. AID 873;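 active = inhibition of 40% or more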;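 note: 0% = enzyme controls without compound and 100% = no-enzyme blanks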
Target sequence (Q9Y337 67-293 limits assumed): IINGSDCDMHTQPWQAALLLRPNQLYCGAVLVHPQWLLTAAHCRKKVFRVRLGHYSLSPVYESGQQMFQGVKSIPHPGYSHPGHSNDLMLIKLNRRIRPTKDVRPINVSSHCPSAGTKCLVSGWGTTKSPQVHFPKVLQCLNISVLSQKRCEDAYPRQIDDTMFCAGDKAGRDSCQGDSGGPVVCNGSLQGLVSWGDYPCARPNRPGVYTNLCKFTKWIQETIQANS
Furin inh – inhibitors of human furin; P09958; purified furin, fluorogenic substrate cleavage; inhibition, % at 30 µM; 0.061% of 220,000 active; in the data active = inhibition above about 25%; note: inactives centre near -15
Target sequence (P09958 108-714 limits assumed): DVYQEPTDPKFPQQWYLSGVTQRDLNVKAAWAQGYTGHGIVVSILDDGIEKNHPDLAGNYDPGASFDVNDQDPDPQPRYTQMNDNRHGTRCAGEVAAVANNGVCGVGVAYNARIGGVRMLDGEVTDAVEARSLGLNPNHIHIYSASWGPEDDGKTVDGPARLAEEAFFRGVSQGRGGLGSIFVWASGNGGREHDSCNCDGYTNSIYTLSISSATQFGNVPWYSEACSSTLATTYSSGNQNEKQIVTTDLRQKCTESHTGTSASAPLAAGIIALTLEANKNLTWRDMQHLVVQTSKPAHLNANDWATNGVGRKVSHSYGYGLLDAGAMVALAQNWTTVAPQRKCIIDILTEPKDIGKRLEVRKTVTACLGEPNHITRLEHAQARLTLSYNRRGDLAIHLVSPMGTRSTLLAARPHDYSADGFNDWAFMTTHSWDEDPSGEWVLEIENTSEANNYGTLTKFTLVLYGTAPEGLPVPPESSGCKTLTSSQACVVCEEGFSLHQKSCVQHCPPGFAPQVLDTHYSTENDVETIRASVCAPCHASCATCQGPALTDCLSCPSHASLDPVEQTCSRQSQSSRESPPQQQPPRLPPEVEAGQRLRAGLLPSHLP
PERK inh – inhibitors of human PERK kinase. CHO PERK-DD fusion, SEAP luminescence translation reporter. inhibition, % at 5.6 µM. Q9NZJ5. AID 1416. 0.17% of 220,000 active;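 active = inhibition above the mean inhibition of all tested compounds plus 3 SD, set separately per screening campaign, cut at about 2.9% in these data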;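 note: PERK kinase domain activated by AP20187 dimerizer at 100 nM; 0% = DMSO with dimerizer and 100% = rapamycin at 8.4 µM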
FXIa inh 1536 – inhibitors of human coagulation factor XIa; P03951; purified FXIa, Boc-Glu-Ala-Arg-AMC fluorogenic substrate; inhibition, % at 5 µM; 0.14% of 220,000 active;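 active = inhibition of at least 40%; inactive = inhibition below 40%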;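 note: fluorescence of freed AMC excited at 355 nm; 0% = enzyme without compound and 100% = no enzyme blank; many of its hits are not listed in these tables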
m-calpain inh – inhibitors of pig calpain II; AID 1236; 0.37% of 220,000 active; purified calpain II, fluorogenic peptide substrate, 30 min; inhibition, % at 16 µM;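 active = inhibition above about 50%, limit read from the data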
Cl transport mod – KCC2 (human) Cl- transport modulation. Q9H2X9. KCC2 cells, thallium flux FluoZin-2 fluorescence. B-score of Tl+ flux slope (higher = more flux/activation; lower = inhibition) at 10 µM. 2.2% of 190,000 active. AID 1456;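 active = thallium flux slope and its plate-corrected score both differing from the plate sample mean at a set confidence after two filtering rounds, in either direction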;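 note: slope of fluorescence scaled to starting intensity during 10 to 20 s after thallium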
thrombin 1536 – inhibitors of human thrombin | 0.26% of 220,000 active | AID 1046 | P00734 | alpha-thrombin, Boc-VPR-AMC fluorogenic substrate cleavage | inhibition, % at 5 µM;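 active = inhibition at or above 40%; inactive = inhibition below 40%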;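 note: 0% = enzyme with no compound and 100% = wells without enzyme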
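Material: Human alpha-thrombin protein | Buffer or medium: pH 7.5 Tris-saline with Tween 20 | Reagent: Boc-VPR-AMC substrate, 15 µM final | Schedule: Reaction at ambient temperature | Detection: AMC fluorescence at 355 nm excitation and 460 nm emission | Evaluation: Percent inhibition scaled between no-compound controls and no-enzyme blanks | Controls: no-compound enzyme wells and no-enzyme blanks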
* marks the source's active call; other numbers are inactive results; x = no result given; [ ] = remark or other dose. Not all compounds are listed; the hit share may differ from the screen's.

compound	Rad51 HR inh	FXIIa inh	hK5 inh	Furin inh	PERK inh	FXIa inh 1536	m-calpain inh	Cl transport mod	thrombin 1536
CC(=O)Nc1ccc(NC(=O)C2CC(=O)Nc3ncnn32)cc1 (centres undefined)	10	12	1	-32	2.1	1	-15	-1.3	2
CCCNC(=O)NC(C(=O)OC)C12CC3CC(CC(C3)C1)C2 (centres undefined)	-10	0	-10	-19[20 µM]	0.1	5	20	0.08	-3
COc1cccc(N2C(=O)CC(c3c[nH]c4ccccc34)C2=O)c1 (centres undefined)	-1	22	-11	-19[20 µM]	-0.1	1	-25	-0.062	-8
COc1ccc(C2SCC(=O)N2c2c(C)n(C)n(-c3ccccc3)c2=O)cc1 (centres undefined)	-4	17	-14	-4	2.3	5	-3	x	7
COC(=O)c1ccc(Cl)c(NS(=O)(=O)c2ccc3c(c2)OCCO3)c1	4	4	-29	12[20 µM]	2.1	-16	-20	-2.4	-4
COc1ccccc1/C=C/CN1CCCC(CCC(=O)NCc2ccccc2F)C1 (centres undefined)	27	4	x	-8	1.6	-2	23	x	-3
CCC(Sc1ccc(Cl)cc1)C(=O)Nc1nnc(-c2cccc([N+](=O)[O-])c2)s1 (centres undefined)	6	6	-10	-22	0.4	3	-5	0.16	-2
Cc1ccnc(NC(=O)Nc2ccc(Br)cc2Cl)c1	-1	-1	-16	-24	1.0	-7	19	0.44	-1
Cc1nn(CCC#N)c(NC(=O)c2ccc(Cl)cc2)c1P(=O)(Nc1ccc([N+](=O)[O-])cc1)N1CCOCC1 (centres undefined)	3	5	-1	-21[20 µM]	0.7	-5	-1	-0.43	-4
COc1cc(/C=C2\C(C)=C(C#N)c3nc(N)c(C#N)c(C)c32)ccc1OCC(=O)O	3	14	4	-15	-0.5	-2	-34	0.069	2
CCOC(=O)C1CCCN(C(=O)c2cccc(S(=O)(=O)N3CC(C)OC(C)C3)c2)C1 (centres undefined)	0	6	2	-27	-1.6	0	-18	0.38	0
CC(=O)Oc1ccc(C(=O)[C@H]2[C@H]3C(=O)N(c4ccc5ccccc5c4)C(=O)[C@H]3[C@@H]3C=CC=NN32)cc1	-72	10	-11	-8	-0.1	3	-12	0.27	-8
COc1ccc(-c2csc(N3CCN(C(=O)c4ccccc4)CC3)n2)cc1	-3	13	-7	13[20 µM]	0.3	7	0	-0.34	4
CC(C)=CCN1CCN(Cc2ccc(N3CCNC3=O)cc2)CC1CCO (centres undefined)	-6	8	-2	-17	0.4	-3	-24	-0.043	-7
Cc1cc(C)n2cc(CSCc3ccccc3)nc2n1	4	-18	17	-10	-0.6	-2	-131	-1.1	22
Cc1ccc(S(=O)(=O)N(C)CC(=O)N2CCCC2)cc1	-2	17	-10	6[20 µM]	0.4	13	-16	-0.54	3
O=C(Nc1cccc(S(=O)(=O)N2CCCC2)c1)c1cc(-c2ccccn2)nc2ccccc12	2	7	3	-18	1.1	1	-63	-0.35	-7
Cc1ccccc1NC(=O)c1ccc(F)c(S(=O)(=O)N2CCCCC2)c1	-22	12	-7	-5	-0.2	0	42	0.57	-8
CCCN1Cc2cccc(C(=O)NC(CC(=O)OCC)c3ccc(OCC)c(OC)c3)c2C1=O (centres undefined)	x	12	x	-12	-0.5	4	20	-0.78	0
Cc1cc2[nH]c(=S)[nH]c2cc1C	4	1	-25	-28	0.7	-3	-12	0.17	-4
Cc1cc(-c2ccccc2)nc(SCc2ccc(C(=O)O)o2)n1	11	15	4	-19[20 µM]	1.3	-6	4	-1	4
COc1ccc(/C=C(\C#N)c2nc3ccc(C)cc3[nH]2)cc1Oc1ccc(C(F)(F)F)cc1[N+](=O)[O-]	x	4	-27	-13[20 µM]	1.4	-6	-234	-0.01	-4
Cc1noc(C)c1COC(=O)c1ccccc1NC(=O)Cc1ccccc1	5	4	-3	-5	-1.9	3	17	-1.1	4
CCC(C)(C#CCN1CCCCC1)OCCC#N (centres undefined)	x	12	-8	-15	0.6	4	-15	0.092	-1
CCOC(=O)c1sc2nc(CSCC(=O)OCc3ccc(C(=O)OC)o3)[nH]c(=O)c2c1C	-12	-3	2	-8	-1.0	2	3	1	-3
CC(C)N1CCN(Cc2ccc(C#CCCO)cc2)CC1CCO (centres undefined)	0	0	-7	-12	0.0	-6	-7	0.35	-19
Cc1ccc2nc(SCC3CCCCO3)[nH]c2c1 (centres undefined)	-3	10	3	-19	0.5	1	-16	0.044	0
CC1CN(CCCOc2ccccc2-c2ccccc2)CC(C)O1 (centres undefined)	3	18	-4	-13	-0.2	2	-15	-1.4	3
Cn1c(SCC(=O)NC2CCCC2)nnc1-c1ccncc1	13	3	2	-19	0.8	-2	-16	x	-2
O=C(O)CCC(=O)Nc1ccc2c(c1)oc1ccccc12	x	-4	4	-20[20 µM]	1.2	-4	5	-1.5	-8
CCc1ccc(/C=N/NC(=O)c2cc(-c3ccncc3)nc3ccccc23)s1	7	13	4	-19	-0.2	1	-49	1.5	0
CC(=O)CC1OC(=O)C(Br)=C1NCc1ccccc1 (centres undefined)	-7	5	-5	-28	0.0	-6	-3	0.62	-5
COc1ccc(NC(=O)Nc2nnc(-c3cccs3)s2)cc1	-7	15	1	-15	0.5	3	-10	x	3
O=C(Nc1ccc(OC(F)(F)F)cc1)Nc1cccnc1	17	8	-2	-12	1.6	4	-11	-0.03	-3
CCCCC1S/C(=N/N=C/c2ccc(OC)cc2)N(Cc2ccc(OC)cc2)C1=O (centres undefined)	8	8	-19	-30[20 µM]	-0.2	-3	7	0.73	-2
CC1CC(C)CN(C(=O)c2cc3cc(Br)cc(Br)c3o2)C1 (centres undefined)	-13	3	2	-16	0.7	4	34	0.35	-3
CCn1c(CNc2ccc(F)cc2)nnc1SCC(=O)Nc1ccccc1OC	4	7	-10	-24[20 µM]	-0.7	-1	6	-1.6	-2
CCCOC(=O)c1ccc(S(N)(=O)=O)o1	x	11	1	-9	1.3	7	-8	1.2	3
Cc1ccc(S(=O)(=O)N(C)C)cc1NC(=O)CN1CCN(Cc2ccccc2)CC1	7	11	-2	-24	0.6	7	-5	-0.48	-2
COc1ccc(CN(Cc2ccc(C(=O)O)cc2)C(=S)Nc2cc(C)cc(C)c2)cc1OC	-9	11	-3	-12	0.9	2	-70	0.18	-8

As a short view, part of the list above.
compound	Rad51 HR inh	FXIIa inh	hK5 inh	Furin inh	PERK inh	FXIa inh 1536	m-calpain inh	Cl transport mod	thrombin 1536
CC(=O)Nc1ccc(NC(=O)C2CC(=O)Nc3ncnn32)cc1 (centres undefined)	10	12	1	-32	2.1	1	-15	-1.3	2
CCCNC(=O)NC(C(=O)OC)C12CC3CC(CC(C3)C1)C2 (centres undefined)	-10	0	-10	-19[20 µM]	0.1	5	20	0.08	-3

Next section
compound	Rad51 HR inh	FXIIa inh	hK5 inh	Furin inh	PERK inh	FXIa inh 1536	m-calpain inh	Cl transport mod	thrombin 1536
CN(C)/C=N/c1ncc(C(=O)OC(C)(C)C)s1	-27	-2	-16	-9	2.0	-7	35	0.15	-4
COc1ccc(-c2csc(-c3[nH]cnc3N)n2)cc1	-44	9	3	-10	0.4	0	-52	-1.1	-8
COC(=O)C1=C(C)NC2=C(C(=O)CCC2)C1c1coc2ccccc2c1=O (centres undefined)	7	3	-4	-7	-0.7	2	4	0.027	-9
O=C(Oc1c(CN2CCOCC2)cc(Cl)c2cccnc12)c1ccccc1F	-6	6	-9	-14	-0.1	-4	1	-0.14	-3
Cc1cc(C)n(C(=O)COc2c(C)cccc2C)n1	2	31	-11	-11[20 µM]	1.3	16	-9	x	1
COC(=O)c1ccccc1NC(=S)N1CCN(C2CCCCC2)CC1	3	5	-5	-14	0.2	-7	-16	-0.0075	-9
CSc1cccc(NC(=O)Nc2ccccc2)c1	1	10	-5	-10	0.5	-8	13	-0.8	-1
O=C(Nc1cc(N2CCOCC2)ncn1)c1ccc(F)cc1	x	10	x	-25	0.1	-5	-31	0.87	-2
O=C(NNc1nc2ccccc2o1)c1ccccc1	-2	20	11	1	0.1	1	-2	0.4	13
CCOC(=O)c1ccc(NC(=O)c2cc(F)c(F)cc2Cl)cc1	3	9	7	-22	0.6	1	23	-0.77	-2
COC(=O)[C@@]1(Cc2ccc(F)cc2)[C@H]2c3cc(C(=O)N(C)C)n(CCSCCO)c3C[C@H]2CN1C(=O)c1ccccc1	12	14	-11	-17	-0.6	1	-86	0.55	2
CCS(=O)(=O)N1CCC(N2CCC(C)CC2)CC1	x	9	-1	-17	1.0	3	24	-0.23	-2
N#Cc1nc(Cc2cccc3ccccc23)oc1NCCCn1ccnc1	-13	14	-15	-30	-1.1	4	7	-3.4*	1
COc1ccc(NC(=O)N2CCc3ccccc32)cc1	-2	27	-16	-19[20 µM]	-0.9	12	28	x	-4
CN(Cc1cc(-c2ccccc2)on1)C(=O)c1cc(COc2c(F)cccc2F)on1	x	8	x	-18	-0.4	-1	24	x	-1
O=C(Nc1cccc(F)c1)N1CC=C(n2c(=O)[nH]c3ccccc32)CC1	0	-3	-5	-8[20 µM]	-0.1	-4	8	0.2	-6
O=C(c1ccco1)N1CCN(CCCCOc2cccc3ccccc23)CC1	x	13	-10	-15	-0.5	8	10	-0.68	-1
Cc1sc2nc(SCC(=O)NCc3ccco3)n(Cc3ccccc3)c(=O)c2c1C	1	-2	-2	-3[20 µM]	-3.0	-3	-3	x	0
COC(=O)NC(=S)N1CCOCC1	x	6	-15	-30	1.0	-2	5	0.74	-7
C(=N\Nc1nc(N2CCCC2)nc(N2CCCC2)n1)/c1ccncc1	14	-1	-9	5	0.2	-6	23	0.21	-5
CCOc1cc(C2c3c(oc4ccccc4c3=O)C(=O)N2c2nccs2)ccc1O (centres undefined)	x	11	3	-25	1.5	3	-22	-0.53	2
CCN(c1ccccc1)S(=O)(=O)c1ccc(F)cc1	-2	-5	3	-8[20 µM]	0.2	-5	23	-0.56	-3
Cc1ccc(-c2csc(NC(=O)c3ccc(C)o3)n2)cc1	7	17	11	-12	0.3	14	30	-0.39	9
Cc1ccc(S(=O)(=O)N2CC=C(c3c(C)n(C)c4ccccc34)CC2)cc1	-52	8	-13	-17	0.3	8	0	-0.83	-10
O=C1CC(c2ccccc2)n2ncnc2N1 (centres undefined)	-3	13	-7	-25[20 µM]	0.1	-8	5	0.09	0
Cc1cc(=O)[nH]c(SCC(=O)Nc2ccccc2C)n1	1	5	1	-27	0.3	0	-33	0.18	-6
Cc1cc(C2=NNC(=NCc3ccccc3)SC2)c(C)n1-c1c(C)n(C)n(-c2ccccc2)c1=O	-2	5	-7	-4	0.1	-2	-70	-0.048	-13
c1cn2c(NC3CCCC3)c(-c3ccc(N4CCOCC4)cc3)nc2cn1	4	6	-7	-3	x	3	-100	-1	3
COC(=O)C1=C(C)N=C2SC(C#N)=C(N)N2C1c1ccc(OCc2ccccc2)cc1 (centres undefined)	6	-4	-8	-4[20 µM]	-2.1	5	-331	1.2	2
O=C(NCCN1CCOCC1)c1ccc2ccccc2n1	-1	16	15	-20[20 µM]	0.3	4	9	0.011	3
